Compound activity (PubChem)
DUSP3 inh: blocks human VHR1 dual specificity phosphatase; P51452; recombinant VHR phosphatase, pNPP absorbance; inhibition, % at 13.3 µM; 290,000 tested, 0.52% active; AID 1654; in the data active = inhibition above about 50%; note: some compounds called inactive have numbers as strong as hits
Mtb UGM inh: Mtb UDP-galactopyranose mutase inhibition; inhibition, % at 10 µM; P9WIQ1; 320,000 tested, 0.06% active; purified UGM, fluorescence polarization probe displacement; in the data active = inhibition above about 10%, passing the limit was not always enough
SARS 3CLpro inh: SARS-CoV 3CLpro protease inhibition; AID 1706; inhibition, % at 6 µM; 290,000 tested, 0.14% active; recombinant SARS-CoV 3CLpro, quenched FRET peptide cleavage; in the data active = inhibition above about 12%
SSB-PriA inh: blocks PriA binding to SSB C-terminal tail; AlphaScreen SSBct-PriA binding, biotinylated peptide; AID 1272365; 430,000 tested, 0.6% active; inhibition, % at 33 µM; in the data active = inhibition mostly above about 37%, no sharp cut-off; inactive = mostly below about 20%;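 note: plate controls were negative control peptide for no effect and reference peptide for full effect; strong numbers were not always called active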
Rv3671c protease: inhibits the M. tuberculosis serine protease Rv3671c. AID 2606. P9WHR9. 320,000 tested, 0.048% active. inhibition, % at 5.96 µM; in the data active = inhibition above about 38%;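 note: extracellular domain of Rv3671c used as enzyme; 0% = enzyme with DMSO and 100% = no enzyme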
Target sequence (P9WHR9 whole entry, looked up, the tested form may be a part): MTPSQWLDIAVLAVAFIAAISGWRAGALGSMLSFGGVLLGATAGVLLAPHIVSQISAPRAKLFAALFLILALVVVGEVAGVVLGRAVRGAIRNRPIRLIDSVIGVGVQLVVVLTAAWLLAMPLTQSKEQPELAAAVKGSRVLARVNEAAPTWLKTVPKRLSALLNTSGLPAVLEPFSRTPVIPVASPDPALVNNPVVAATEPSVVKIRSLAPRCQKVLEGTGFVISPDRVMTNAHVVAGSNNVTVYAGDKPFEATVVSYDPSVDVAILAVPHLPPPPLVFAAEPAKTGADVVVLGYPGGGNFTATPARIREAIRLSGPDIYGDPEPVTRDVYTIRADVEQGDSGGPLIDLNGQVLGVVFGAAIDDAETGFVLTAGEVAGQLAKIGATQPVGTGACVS
GDH-TPI inh: GDH-TPI coupled enzyme inhibition counter-screen; GDH-TPI coupled enzyme counterscreen, NADH absorbance; inhibition, % at 4.8 µM; 360,000 tested, 1.2% active; AID 588335; in the data active = inhibition above about 30%;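 note: 0% = DMSO wells and 100% = wells lacking the enzyme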
Mtb BioA inh: BioA (M. tuberculosis) enzyme inhibition; purified M. tuberculosis BioA enzyme, plate reader; inhibition, % at 9.99 µM; 360,000 tested, 0.096% active; in the data active = inhibition above about 40%
BH1578 lux ind: inducers of Vibrio cholerae quorum light production without autoinducers. activation, % at 18.7 µM. AID 588436. 350,000 tested, 0.16% active. V. cholerae BH1578 lux reporter, luminescence, 6 h; in the data active = activation mostly above about 9.7%, no sharp cut-off; note: not every result past the cut was called active; inactives centre near 0; reference of the scale not given here
Mtb FBA inh: Mtb fructose-bisphosphate aldolase inhibition. P9WQA3. purified M. tuberculosis FBA, fluorescence read-out. inhibition, % at 1 µM. 360,000 tested, 2.3% active. AID 588726; in the data active = inhibition above about 27%;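 note: 0% = vehicle and 100% = reference inhibitor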
MazEF act: activators of E. coli MazEF toxin-antitoxin RNase. 350,000 tested, 0.32% active. P0AE70. activation, % at 20 µM. FAM/BHQ RNA-DNA oligo cleavage fluorescence, 5 h; in the data active = activation above about 50%
Target sequence (P0AE70 whole entry, looked up): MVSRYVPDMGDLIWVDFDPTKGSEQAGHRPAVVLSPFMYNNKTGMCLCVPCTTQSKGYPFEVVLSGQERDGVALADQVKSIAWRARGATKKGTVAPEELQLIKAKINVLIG
Numbers without * were called inactive; i = inactive; · = not tested or not shown.

1: NC(=O)/C(=C/c1ccco1)C(N)=S
2: COc1cccc(/C=N/n2c(=S)n(C)c3cc(C)c(C)cc32)c1OC
3: Cc1cc(OC(C)C(=O)NCc2cccnc2)c2c(C)cc(=O)oc2c1 (configuration not stated)
4: O=C(O)CCCN=C1CCCc2ccccc2N1
5: N#CC(C(N)=O)=C1CCC2(CC1)OCCCCO2
6: CCCCCOc1ccc(C(=O)NC(CCC)C(=O)O)cc1 (configuration not stated)
7: COc1ccc(-c2nc(NC(=O)C3CC(=O)N(Cc4ccco4)C3)sc2C)cc1 (configuration not stated)
8: Cc1nc(Cc2nnc(SCC(=O)N3CC(=O)Nc4ccccc43)o2)cs1
9: O=C(NCCc1ccco1)C(=O)NCC1OCCCN1S(=O)(=O)c1ccc(F)cc1 (configuration not stated)
10: CCC(=O)Nc1ccc(NC(=O)Cc2ccccc2)cn1
Compound	1	2	3	4	5	6	7	8	9	10
DUSP3 inh	17	15	34	2	13	2	·	·	-6	25
Mtb UGM inh	1.1	-0.2	-1.6	1.9	-1.0	2.5	2.1	-0.8	0.0	1.0
SARS 3CLpro inh	-1	3	-5	4	0	2	·	·	-1	3
SSB-PriA inh	-7	·	4	2	-14	-6	-2	-10	-9	-8
Rv3671c protease	-2	2	-5	1	1	6	-10	1	-8	-3
GDH-TPI inh	20	3	9	0	-8	0	0	4	6	-2
Mtb BioA inh	·	1.0	-1.4	-0.8	-0.6	-1.2	2.2	·	-0.8	-3.3
BH1578 lux ind	-0.1	-2.9	-0.2	·	1.9	-17	0.0	3.8	i	-2.0
Mtb FBA inh	-5	-1	108*	-5	7	-1	0	6	5	-1
MazEF act	-6	-4	5	11	5	5	-27	5	7	12

Ordered by number of heavy atoms (high to low): part of the list above.
7: COc1ccc(-c2nc(NC(=O)C3CC(=O)N(Cc4ccco4)C3)sc2C)cc1 (configuration not stated)
3: Cc1cc(OC(C)C(=O)NCc2cccnc2)c2c(C)cc(=O)oc2c1 (configuration not stated)
2: COc1cccc(/C=N/n2c(=S)n(C)c3cc(C)c(C)cc32)c1OC
Compound	7	3	2
DUSP3 inh	·	34	15
Mtb UGM inh	2.1	-1.6	-0.2
SARS 3CLpro inh	·	-5	3
SSB-PriA inh	-2	4	·
Rv3671c protease	-10	-5	2
GDH-TPI inh	0	9	3
Mtb BioA inh	2.2	-1.4	1.0
BH1578 lux ind	0.0	-0.2	-2.9
Mtb FBA inh	0	108*	-1
MazEF act	-27	5	-4

Following part:
11: CCOC(=O)Nc1ccc2c(c1)Cc1cc([N+](=O)[O-])ccc1-2
12: Cc1cc(Nc2cccc(F)c2)nc(-c2ccccc2O)n1
13: O=c1c2cccnc2[nH]c(=S)n1CCCN1CCN(c2ccccc2F)CC1
14: NC(=O)c1nsc(C(=O)N(CC(=O)NCc2ccc(F)cc2)Cc2ccco2)c1N
15: O=C(NCc1ccco1)C(c1ccccc1)N(C(=O)Cc1cccs1)c1cccnc1 (configuration not stated)
16: O=C1Nc2ccccc2/C1=C/c1cnc(-c2ccccc2)[nH]1
17: Cc1ccc(C(=O)N2CCN(c3ccc(NC(=S)NC(=O)c4cccs4)cc3)CC2)cc1
18: Cc1c(Cl)c(=O)oc2cc(OCC(=O)NCc3cccs3)ccc12
19: CCOC(=O)c1sc(NC(=O)CS(=O)(=O)c2ccc(C)cc2)nc1C
20: O=C(COc1ccc([N+](=O)[O-])cc1)Nc1cc(C(=O)O)cc(C(=O)O)c1
Compound	11	12	13	14	15	16	17	18	19	20
DUSP3 inh	·	0	8	46	15	-22	-1	-1	6	2
Mtb UGM inh	·	-2.5	-1.0	-1.0	-1.3	0.7	-1.7	0.2	-3.4	1.7
SARS 3CLpro inh	·	3	-3	4	3	-3	4	0	0	1
SSB-PriA inh	-15	-11	-2	5	-6	-1	-3	-6	-7	-2
Rv3671c protease	·	-59	-6	-2	-3	-2	11	-13	-11	-1
GDH-TPI inh	2	8	5	11	1	23	6	14	9	2
Mtb BioA inh	·	-4.1	-0.6	-1.2	·	-1.7	-1.5	·	0.3	0.6
BH1578 lux ind	-4.5	i	-0.3	25*	-0.3	i	-0.2	-0.5	-0.5	i
Mtb FBA inh	-1	3	-1	4	-3	-6	-1	37*	1	0
MazEF act	11	9	9	-10	2	98*	-23	4	6	3

21: COc1cccc(C(=O)Nc2nnc(S(=O)(=O)N(C)Cc3ccccc3)s2)c1
22: COC(=O)c1ccc(NC(=O)CSC2=NC(=O)C(c3ccccc3)C(=O)N2)cc1 (configuration not stated)
23: FC(F)(F)COc1ccc(-n2ccnc2)nn1
24: CCc1ccc(CCC(=O)Nc2nnc(C)s2)o1
25: CCC(=O)Oc1oc(-c2ccccc2)nc1C=Nc1ccc(C)cc1
26: Oc1ccc(Br)cc1CNc1nccs1
27: CN(Cc1cccs1)C(=O)CN1C(=O)c2ccccc2S1(=O)=O
28: Cc1nn(CC(=O)N2CCN(C)CC2)c(=O)c2ccccc12
Compound	21	22	23	24	25	26	27	28
DUSP3 inh	-14	-7	18	3	17	13	·	34
Mtb UGM inh	0.1	0.7	-0.2	-1.8	-1.9	0.4	0.5	1.0
SARS 3CLpro inh	0	4	-3	-7	-2	1	·	-1
SSB-PriA inh	-11	-8	-3	-10	5	-1	5	-10
Rv3671c protease	-4	-4	3	-8	3	4	5	5
GDH-TPI inh	22	-6	2	-13	-8	-13	0	-2
Mtb BioA inh	-0.2	0.4	·	·	1.5	-1.1	-0.6	0.3
BH1578 lux ind	-0.3	-0.6	-0.2	-2.5	-0.7	0.6	i	-0.3
Mtb FBA inh	3	2	0	-4	2	0	1	0
MazEF act	0	-1	19	-3	6	0	9	-3

Structural class: the compounds so far containing a halogen (7)
9: O=C(NCCc1ccco1)C(=O)NCC1OCCCN1S(=O)(=O)c1ccc(F)cc1 (configuration not stated)
12: Cc1cc(Nc2cccc(F)c2)nc(-c2ccccc2O)n1
13: O=c1c2cccnc2[nH]c(=S)n1CCCN1CCN(c2ccccc2F)CC1
14: NC(=O)c1nsc(C(=O)N(CC(=O)NCc2ccc(F)cc2)Cc2ccco2)c1N
18: Cc1c(Cl)c(=O)oc2cc(OCC(=O)NCc3cccs3)ccc12
23: FC(F)(F)COc1ccc(-n2ccnc2)nn1
26: Oc1ccc(Br)cc1CNc1nccs1
Compound	9	12	13	14	18	23	26
DUSP3 inh	-6	0	8	46	-1	18	13
Mtb UGM inh	0.0	-2.5	-1.0	-1.0	0.2	-0.2	0.4
SARS 3CLpro inh	-1	3	-3	4	0	-3	1
SSB-PriA inh	-9	-11	-2	5	-6	-3	-1
Rv3671c protease	-8	-59	-6	-2	-13	3	4
GDH-TPI inh	6	8	5	11	14	2	-13
Mtb BioA inh	-0.8	-4.1	-0.6	-1.2	·	·	-1.1
BH1578 lux ind	i	i	-0.3	25*	-0.5	-0.2	0.6
Mtb FBA inh	5	3	-1	4	37*	0	0
MazEF act	7	9	9	-10	4	19	0

A portion of the library, so the mix of outcomes need not match the whole.
